Source: PubChem BioAssay
RXFP1 antagonist – antagonists of human relaxin receptor RXFP1; Q9HBX9; activity change, negative = inhibition, % at 57.5 µM; 350,000 compounds, 0.59% hits; HEK293-RXFP1, relaxin-stimulated cAMP HTRF, 30 min; active compounds read low;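 active = activity change of -60% or lower, but not beyond a set lower limit; inconclusive = change between -60% and -40%, or beyond the set limit; inactive = change above -40%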; also: % is scaled to controls: 0 for no effect and ±100 for the full control effect
Target sequence (Q9HBX9 whole entry, looked up): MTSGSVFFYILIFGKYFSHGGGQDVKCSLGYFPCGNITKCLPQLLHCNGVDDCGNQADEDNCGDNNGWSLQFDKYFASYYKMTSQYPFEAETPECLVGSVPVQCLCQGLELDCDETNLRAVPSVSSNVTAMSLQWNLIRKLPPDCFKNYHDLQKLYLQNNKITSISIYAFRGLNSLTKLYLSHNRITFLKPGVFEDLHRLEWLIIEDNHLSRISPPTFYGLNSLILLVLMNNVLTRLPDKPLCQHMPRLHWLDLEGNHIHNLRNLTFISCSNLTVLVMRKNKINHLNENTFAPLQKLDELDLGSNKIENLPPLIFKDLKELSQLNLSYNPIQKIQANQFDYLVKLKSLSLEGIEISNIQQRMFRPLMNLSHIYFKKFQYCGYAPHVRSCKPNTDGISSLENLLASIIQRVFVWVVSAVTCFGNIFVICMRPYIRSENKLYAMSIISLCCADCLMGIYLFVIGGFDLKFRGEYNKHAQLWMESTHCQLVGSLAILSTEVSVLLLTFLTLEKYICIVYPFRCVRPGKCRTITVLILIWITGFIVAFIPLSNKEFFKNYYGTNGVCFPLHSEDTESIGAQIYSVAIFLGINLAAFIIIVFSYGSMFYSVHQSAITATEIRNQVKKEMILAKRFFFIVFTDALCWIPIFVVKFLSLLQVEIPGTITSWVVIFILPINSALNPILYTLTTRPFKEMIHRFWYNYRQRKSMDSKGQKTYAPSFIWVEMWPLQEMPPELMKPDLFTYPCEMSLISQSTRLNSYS
D2 antag – antagonists of human D2 dopamine receptor | P14416 | HEK293 TREx D2 cells, calcium flux, dopamine EC80 | inhibition, % at 10 µM | 340,000 compounds, 2% hits | AID 485344; in the data active = inhibition above about 30%; also: 0% is about no effect
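Cells plated overnight at 30 C with tetracycline; no-wash calcium dye, 30–90 min RT; 10 s baseline; compound pinned; 180 s read; EC80 dopamine added; another 180 s read.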
TRHR enhancer – allosterically enhances the human TRH receptor; P34981; TRHR cells, fluo-8 calcium fluorescence, EC20 TRH enhancement; enhancement, % at 2 µM; 360,000 compounds, 0.66% hits; in the data active = enhancement above about 30%; also: 0% is about no effect
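TRHR-expressing cells loaded with fluo-8 calcium dye were read kinetically (ex 480/em 530) during compound addition, then stimulated with an EC20 of TRH (10 nM final). Enhancement of the Gq-mediated intracellular calcium response was scored.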
RXFP1 ag – activates the human relaxin receptor RXFP1 | AID 2676 | HEK293T-RXFP1 cAMP TR-FRET, 30 min; response scale: percent of porcine relaxin response, buffer zero | Potency, µM (titrated, usually from 57.5 µM), for the others: top-dose activation, actives largely listed as activators | Q9HBX9 | 370,000 compounds, 0.3% hits; active = well fitted activation curve with a large enough effect; inconclusive = small, poorly fitted or top-dose-only effect; also: potency is read from the fitted curve at half-maximal effect; % is scaled to controls: 0 for no effect and ±100 for the full control effect; nearly all actives have a fitted effect of over 60% in size; many of its hits are not listed in these tables
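cAMP rise read by TR-FRET after 30 min, 37C compound exposure (up to 58 uM) in RXFP1-transfected HEK293 cells with Ro 20174 present. EC50 from Hill-equation fits, with 29 nM porcine relaxin as 100% and buffer as basal.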
D2 ag – D2 dopamine receptor (human) agonism; P14416; HEK293 T-REx D2 cells, calcium flux agonist mode; activation, % at 2 µM; 340,000 compounds, 0.53% hits;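 active = activation over 3 SD above normal in the single-dose calcium agonist read, cut at about 30% in these data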; also: 0% is about no effect
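HEK293 Trex D2 cells, tetracycline-induced, o/n 30 C 5% CO2; no-wash Ca dye, RT 30–90 min; 10-cycle baseline, 23 nl cpd added, kinetic Ca read 180 s; agonist hits = positive Ca response.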
D1 antagonist – blocks dopamine activation of the human D1 receptor. AID 504652. 360,000 compounds, 3.2% hits. activity change, negative = inhibition, % at 10 µM. P21728. HEK293 TREx D1 cells, calcium flux, dopamine EC80; active compounds read low; in the data active = activity change below about -30%; also: % is scaled to controls: 0 for no effect and ±100 for the full control effect
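Allosteric or orthosteric antagonism assessed as attenuation of the calcium response to EC80 dopamine, added 180 s after compound, in induced HEK293 Trex D1 cells loaded with no-wash calcium dye.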
D1 potentiator – human D1 dopamine receptor positive modulation; P21728; HEK293 TREx D1 cells, calcium flux, dopamine EC20 potentiation; potentiation, % at 10 µM; 360,000 compounds, 0.036% hits; in the data active = potentiation above about 30%; also: 0% is about no effect
D1 agonist – agonists of human D1 dopamine receptor | P21728 | HEK293 T-REx D1 cells, calcium flux, agonist mode | activation, % at 2 µM | 360,000 compounds, 1% hits | AID 504660; in the data active = activation above about 30%; also: 0% is about no effect
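Agonism was scored from calcium flux recorded over 180 s (1 read/s) after pintool compound addition, following a 10-cycle baseline. Cells were inducible force-coupled HEK293 TREx D1, plated overnight at 30 C and loaded with no-wash calcium dye.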
D2 PAM – positively modulates the human D2 dopamine receptor allosterically; 340,000 compounds, 0.34% hits; HEK293 T-REx D2, calcium flux, EC20 dopamine potentiation; potentiation, % at 10 µM;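 active = potentiation over 3 SD above the plate norm, cut at about 30% in these data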; also: 0% is about no effect
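Calcium flux readout, no-wash dye, 1 read/s. Inducible HEK293 Trex D2 line, overnight 30 C. Compound alone 180 s (agonist flags), then EC20 dopamine, another 180 s to score potentiation.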
Numbers without * were called inactive; ? = inconclusive; nt = no result given. These rows are one share of the data; rates above refer to the full screens.

SMILES	RXFP1 antagonist	D2 antag	TRHR enhancer	RXFP1 ag	D2 ag	D1 antagonist	D1 potentiator	D1 agonist	D2 PAM
Cc1cc(C)c(NC(=O)c2cc(S(=O)(=O)N3CCC4(CC3)OCCO4)ccc2F)c(C)c1	-4	nt	-2	1.2%	0.0	-6	-2	-3	2
O=[N+]([O-])c1cc2c(cc1C=Nc1ccccc1)OCO2	-36	18	0	2.8%	-0.3	-13	-7	2	-7
COC(=O)C1=C(CS(=O)(=O)c2cc(Cl)ccc2OC)NC(=O)NC1c1ccccc1 (stereo not drawn)	nt	nt	-2	-3.0%	-0.3	6	-2	-1	-5
O=C(NNC(=O)c1ccccc1-c1ccccc1C(=O)O)c1ccccc1	2	-7	-6	0.4%	0.2	-10	5	2	17
Cc1cc(N=CC2=C(O)CC(C)(C)CC2=O)no1	-10	2	-5	1.6%	-1.2	-13	-2	4	-6
CCOCCn1cnc2sc(C(=O)NCCCN3CCOCC3)c(C)c2c1=O	0	13	-5	7.1%	21	-7	-4	4	-10
O=C1CCc2ccc(NC(=O)C3CC3)cc2N1	-5	-4	-3	1.2%	0.2	-1	-1	6	8
CC(=O)c1c(C)[nH]c(C(=O)OCc2cccc(C)c2)c1C	-3	-1	15	-6.1%	-3.2	-5	-6	2	9
CC(=O)c1cccc(NC(=O)N2CCCC2C(=O)Nc2ccc3c(c2)OCO3)c1 (stereo not drawn)	-2	3	-4	4.8%	-0.4	12	0	3	-3
c1ccc(CNc2nc(-c3cccs3)nc3ccccc23)cc1	-33	1	11	0.8%	0.3	-10	-1	1	-4
O=C(Nc1nccs1)c1cc(S(=O)(=O)N2CCCCC2)ccc1Cl	-14	-1	-2	-0.9%	0.6	-18	-2	3	-15
CCOc1ccc(CC(=NCCO)C2=C(O)CC(C)(C)CC2=O)cc1OCC	20	nt	1	-0.5%	nt	-3	8	4	nt
COc1cc(NC(=O)c2cc3ccccc3cc2OC)ccc1NC(=O)c1cccs1	-2	-27	1	1.6%	0.5	9	-5	5	14
COc1ccc(-n2c(Cc3cccn3C)nnc2SCC(=O)Nc2ccc(F)cc2F)cc1	nt	7	-2	7.6%	-2.5	-12	-1	1	0
Cc1cccc(C(=O)Nc2ccc(S(=O)(=O)N3CCC(c4nc5ccccc5s4)CC3)cc2)c1	-9	nt	2	-1.3%	1.0	-17	-1	0	-2
Nn1c(N2CCCCC2)nc2ccccc21	-4	3	71*	0.4%	1.0	22	9	2	24
COc1ccc(S(=O)(=O)Nc2ccc(S(=O)(=O)N3CCCCC3)cc2)cc1C	12	11	-5	0.5%	0.7	-4	-8	2	-3
CCOc1ccc(Nc2nc(Cc3nnc(SCC(=O)NC4CCCC4)n3C)cs2)cc1	-1	1	-12	-0.9%	0.8	9	-2	1	-1
O=C(NCc1ccccc1Cl)c1c2c(nc3ccccc13)C(=O)N(C1CCCCC1)C2	-22	nt	0	-0.6%	1.1	10	-2	3	-8
CCN(CC)CCNC(=O)c1c(C)oc2ncn(C)c(=O)c12	nt	nt	12	12%	1.3	-29	-5	0	-9

Exported with values under each structure: part of the list above.
Values run as follows: RXFP1 antagonist	D2 antag	TRHR enhancer	RXFP1 ag	D2 ag	D1 antagonist	D1 potentiator	D1 agonist	D2 PAM
- O=C(NNC(=O)c1ccccc1-c1ccccc1C(=O)O)c1ccccc1
→ 2	-7	-6	0.4%	0.2	-10	5	2	17
- Cc1cc(N=CC2=C(O)CC(C)(C)CC2=O)no1
→ -10	2	-5	1.6%	-1.2	-13	-2	4	-6
- CCOCCn1cnc2sc(C(=O)NCCCN3CCOCC3)c(C)c2c1=O
→ 0	13	-5	7.1%	21	-7	-4	4	-10
- O=C1CCc2ccc(NC(=O)C3CC3)cc2N1
→ -5	-4	-3	1.2%	0.2	-1	-1	6	8
- CC(=O)c1c(C)[nH]c(C(=O)OCc2cccc(C)c2)c1C
→ -3	-1	15	-6.1%	-3.2	-5	-6	2	9
- CC(=O)c1cccc(NC(=O)N2CCCC2C(=O)Nc2ccc3c(c2)OCO3)c1 (stereo not drawn)
→ -2	3	-4	4.8%	-0.4	12	0	3	-3
- c1ccc(CNc2nc(-c3cccs3)nc3ccccc23)cc1
→ -33	1	11	0.8%	0.3	-10	-1	1	-4
- O=C(Nc1nccs1)c1cc(S(=O)(=O)N2CCCCC2)ccc1Cl
→ -14	-1	-2	-0.9%	0.6	-18	-2	3	-15
- CCOc1ccc(CC(=NCCO)C2=C(O)CC(C)(C)CC2=O)cc1OCC
→ 20	nt	1	-0.5%	nt	-3	8	4	nt
- COc1cc(NC(=O)c2cc3ccccc3cc2OC)ccc1NC(=O)c1cccs1
→ -2	-27	1	1.6%	0.5	9	-5	5	14
- COc1ccc(-n2c(Cc3cccn3C)nnc2SCC(=O)Nc2ccc(F)cc2F)cc1
→ nt	7	-2	7.6%	-2.5	-12	-1	1	0
- Cc1cccc(C(=O)Nc2ccc(S(=O)(=O)N3CCC(c4nc5ccccc5s4)CC3)cc2)c1
→ -9	nt	2	-1.3%	1.0	-17	-1	0	-2
- Nn1c(N2CCCCC2)nc2ccccc21
→ -4	3	71*	0.4%	1.0	22	9	2	24
- COc1ccc(S(=O)(=O)Nc2ccc(S(=O)(=O)N3CCCCC3)cc2)cc1C
→ 12	11	-5	0.5%	0.7	-4	-8	2	-3

New compounds follow:
SMILES	RXFP1 antagonist	D2 antag	TRHR enhancer	RXFP1 ag	D2 ag	D1 antagonist	D1 potentiator	D1 agonist	D2 PAM
O=C(c1cc(COc2ccc(F)cc2F)on1)N1CC[C@@H]2CCCC[C@H]2C1	-10	-8	3	-4.8%	-0.6	13	2	12	1
N#Cc1ccccc1NC(=O)COC(=O)CSc1nc2ccccc2o1	-7	0	-13	1.0%	-0.3	-4	-5	6	12
Cc1ccc(Cl)cc1NC(=O)Cn1cc(S(=O)(=O)Cc2ccccc2Cl)c2ccccc21	-26	nt	-4	1.3%	1.1	-2	2	4	-8
CCc1nnc(NC(=O)CSc2nc3c([nH]c4ccccc43)c(=O)n2CCOC)s1	?	5	1	17%	0.6	7	-6	1	-6
COc1ccc(-c2ccc(=O)n(CC(=O)Nc3ccc(OC)c(OC)c3)n2)cc1	-23	nt	-1	5.8%	-0.2	-40*	-1	5	11
CC(C)(C)c1ccc(S(=O)(=O)NCC(=O)N2CCN(C(=O)c3ccco3)CC2)cc1	3	4	-2	2.6%	0.3	-3	2	1	11
Cc1ccc2nc(NC(=O)CCn3cccc3)sc2c1	-2	9	-1	1.0%	1.5	-3	1	-1	0
COC(=O)c1scc(C)c1NC(=O)C1CCCCC1	2	-7	0	1.0%	-0.1	-44*	4	2	-10
CC(=O)O/N=C(\N)Cc1ccc(-c2csnn2)cc1	4	-14	4	-1.5%	0.1	0	0	3	7
CC1CCN(c2ccc([N+](=O)[O-])cc2C(=O)N2CCOCC2)CC1	-16	nt	2	-1.9%	nt	7	1	2	nt
Cc1ccc(C(=O)Nc2cccc([N+](=O)[O-])c2)cc1S(=O)(=O)Nc1cccc(C(=O)O)c1	-6	-17	12	2.2%	2.6	-23	-13	2	1
CN(C)c1ccc(C(CNS(=O)(=O)c2ccc(F)cc2F)N2CCOCC2)cc1 (stereo not drawn)	-22	nt	3	4.7%	1.2	0	0	-1	-2
CN(CCO)c1nc(N)c2c(N)nc3c(c2c1C#N)CC(=O)N3C1CCCC1	nt	nt	-3	5.7%	nt	21	8	1	nt
COc1ccccc1-c1nnn(CC#N)n1	8	-3	3	2.5%	-0.5	1	3	1	-3
CN(c1cccc(NC(=O)Nc2cccc(Cl)c2)c1)S(C)(=O)=O	-15	17	-6	0.9%	-0.2	4	1	2	-2
O=C(CSC1=NS(=O)(=O)c2ccccc2N1)Nc1cccc(F)c1	-10	6	-2	0.1%	-0.3	-6	-3	0	-2
O=C(c1cc2c(=O)n3ccccc3nc2s1)N1CCN(c2cccc(Cl)c2)CC1	6	-33	-3	16%	0.1	-1	-8	1	2
COc1cccc(CN2CC(C(=O)N3CCCC3)CCC2=O)c1 (stereo not drawn)	-36	4	1	-0.7%	-0.7	14	-3	2	-6
CCn1cc(CN2CCc3c([nH]c4ccccc34)C2c2cccc(O)c2)c(C)n1 (stereo not drawn)	-21	-3	-3	-0.1%	0.5	-8	-10	2	4
Cc1ccc(F)cc1NC(=O)N1CCN(c2ccnc3cc(Cl)ccc23)CC1	-11	-5	3	0.1%	-1.1	-13	-7	9	-3
O=C(CSc1ccc(-c2ccccn2)nn1)N1CCCc2ccccc21	-11	-3	-2	-1.9%	2.1	12	-1	2	-4
Cc1cc2cc(CN(Cc3ccco3)C(=O)NCc3ccccc3)c(=O)[nH]c2cc1C	-8	6	-5	-0.4%	0.3	-1	0	2	-4
O=S(=O)(NCCN1CCCC1)c1ccc(Br)cc1	1	-2	-1	0.6%	-0.5	15	-3	3	-9
C=C1c2c(Cl)ccc(O)c2C(O)=C2C(=O)[C@]3(O)C(O)=C(C(N)=O)C(=O)[C@@H](N(C)C)[C@@H]3[C@@H](O)C12 (stereo partly drawn)	nt	0	-3	3.2%	0.8	-4	-2	-1	-7
CCNC(=O)NC(=O)C(C)OC(=O)c1ccc(-n2nc(SC)sc2=S)cc1 (stereo not drawn)	-17	2	1	0.1%	-0.5	-8	-2	6	-14
